# Dynein cargo inh: inhibitors of GR-EGFP nuclear translocation, primary screen, dynein cargo transport inhibitor project, imaging, high-content, 3617.4 mouse cells. test concentration mostly 20 µM; stimulated with dexamethasone, 1 µM; hits give low values. z-score, hits read low. 0.47% of 220,000 active. AID 1381, 2008;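 active = plate z-score of nuclear minus cytoplasmic receptor signal below a set negative limit, without overly bright fluorescence or cell loss, cut at about -3.5 in these data, passing the limit was not always enough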;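 also: z-score of nuclear minus cytoplasmic ring GR-EGFP intensity difference per well; some compounds called inactive have numbers as strong as hits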
#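 Buffer or medium: tet-free medium with charcoal-stripped serum / Also added: dexamethasone agonist, 1.0 µM final, for 30 min / Timing: induction 48 h, compound 1 h, agonist 30 min / Measured by: high-content fluorescence imaging after fixation / Read-out: nuclear-to-cytoplasmic GR-EGFP distribution per well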
# Insulin prom up: insulin promoter activators in MIN6 cells, imaging, high-content screening, mouse beta cells; MIN6 insulin promoter-GFP reporter; hits give high values; 0.3% of 190,000 active; z-score at 5 µM;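 active = z-score above 3 at 5 µM with at least 500 cells counted in the well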
# b-catenin transl: modulators of beta-catenin nuclear translocation, primary screen, imaging, HeLa cells, immunofluorescence, high-content; nuclear translocation activity, % at 5 µM; 0.3% of 190,000 active; AID 1665, 2009;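 active = nuclear translocation activity above 50% at 5 µM, with a well cell count of 50 or more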;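 also: per-cell ratio of nuclear to cytoplasmic median beta-catenin stain intensity; plate controls were DMSO negative control for no effect and GSK-3 inhibitor IX positive control for full effect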
#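 assay system = human HeLa cells, endogenous beta-catenin | times = compound treatment 24 h, 37°C, 5% CO2 | detection = Anti-beta-catenin immunofluorescence on PFA-fixed, Triton-permeabilized cells, DAPI nuclei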
# human PMI inhibitors: human PMI inhibitors, high substrate, primary screen, biochemical, fluorescence intensity, high mannose 6-phosphate (AID 1220); Mannose-6-phosphate isomerase (Homo sapiens); recombinant PMI enzyme, coupled fluorescence intensity; higher % means a stronger effect; inhibition, % at 20 µM, or IC50 in µM where a hit was titrated; 0.66% of 190,000 active
# WT yeast gro inh: growth inhibition of WT strain, primary screen, mitochondrial fusion inhibitor project, WT and mutant strains, chemical genetic | mitochondrial fusion phenotypic screen | AID 1362, 2008 | inhibition, % at 10 µM | 2.1% of 190,000 active; in the data active = inhibition above about 58%; tested in S. cerevisiae
# Yfh1-depleted yeast: enhancers of respiration in Yfh1-depleted yeast, dose response, Friedreich's ataxia, plus single-dose screen (AID 1465). fold induction at 50 µM; hits with a dose series show EC50 in µM. 0.074% of 220,000 active. S. cerevisiae Yfh1-off respiration, WST-1 reduction, 72 h; higher fold induction means a stronger effect;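 active = fold induction of absorbance versus untreated yeast above a set limit, then at least 30% activation at any dose in follow-up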;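 also: activators that raise dye reduction in frataxin-depleted yeast; strong numbers were not always called active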
# MT stabilize HCS: microtubule stabilizers in HeLa cells, primary screen, imaging, high-content imaging; 0.83% of 200,000 active; HeLa tubulin immunostaining HCS, 24 h; share of cells brighter than vehicle mean+2SD; AID 2205, 2009; % tubulin-high responders, % at 10 µM;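 active = plate Z-score above 3 for both tubulin-high and condensed-nucleus cell shares, with cell loss under 80%, at 10 µM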;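 also: anti alpha tubulin signal scored within the nucleus-defined area of each cell; some results filed as inactive read as strong as hits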
# PMI inhibitors: inhibitors of human PMI, primary screen, biochemical, fluorescence intensity, coupled assay (AID 1209); Mannose-6-phosphate isomerase (Homo sapiens); 0.42% of 190,000 active; inhibition, % at 20 µM; hits with a dose series show IC50 in µM; purified PMI enzyme, coupled fluorescence intensity; higher % means a stronger effect;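 also: plate controls were DMSO vehicle for no effect and wells lacking substrate for full effect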
# Autophagy mod: autophagy modulators in MEF cells, primary screen, imaging, high-content, MEF GFP-LC3; calls only at 10 µM (by protocol); AID 463193, 2010; 0.98% of 190,000 active; MEF GFP-LC3 puncta imaging; test concentration mostly 10 µM;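 active = percentage of spot-positive cells more than 3 SD above its plate mean, without a fluorescence outlier flag or 80% toxicity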;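 also: spot-positive cell cutoff set from DMSO-treated cells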
# WT yeast gro inh mutant strain: also measured in WT yeast gro inh; calls as there; inhibition, %; mitochondrial fusion phenotypic screen, mutant strain inhibition
# Dynein cargo inh cytoplasmic EGFP: also measured in Dynein cargo inh; calls as there; z-score; measured here: cytoplasmic GR-EGFP intensity; hits give high values
# Dynein cargo inh nuclear GR-EGFP: also measured in Dynein cargo inh; calls as there; z-score; measured here: nuclear GR-EGFP intensity;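 lower value marks the stronger effect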
# Dynein cargo inh cell count: also measured in Dynein cargo inh; calls as there; z-score; measured here: cell count per field
# Insulin prom up cell count: further read-out of Insulin prom up, marked with its call; cell count; measured here: cytotoxicity, nuclei count;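 total cells summed across four imaged fields per well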
# b-catenin transl cell count 5 µM: second read-out of b-catenin transl, no call of its own (marks repeat the call); cell count; measured here: cell count, cytotoxicity flag
# MT stabilize HCS Hoechst-high %: recorded beside MT stabilize HCS, whose call it bears; % Hoechst-high responders; measured here: nuclear condensation Hoechst responders;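 share of cells brighter than vehicle mean plus two SD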
# MT stabilize HCS cytotoxicity %: recorded beside MT stabilize HCS, whose call it bears; toxicity, %; measured here: cytotoxicity by cell density;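 0% = mean cell density of plate MIN control wells and 100% = no cells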
# Autophagy mod cell loss 18 h: second read-out of Autophagy mod, no call of its own (marks repeat the call); toxicity, %; measured here: cell loss, nuclei count;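 cell loss after 18 h compound exposure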
# * marks the source's active call; other numbers are inactive results; i = inactive; · = no result given; + = active, no number. Rule as the data show it, unless noted: active = inhibition above about 50%; inactive = the rest.
SMILES,Dynein cargo inh,Dynein cargo inh cytoplasmic EGFP,Dynein cargo inh nuclear GR-EGFP,Dynein cargo inh cell count,Insulin prom up,Insulin prom up cell count,b-catenin transl,b-catenin transl cell count 5 µM,human PMI inhibitors,WT yeast gro inh,WT yeast gro inh mutant strain,Yfh1-depleted yeast,MT stabilize HCS,MT stabilize HCS Hoechst-high %,MT stabilize HCS cytotoxicity %,PMI inhibitors,Autophagy mod,Autophagy mod cell loss 18 h
CCOC(=O)N/N=C\c1ccc(OC(=O)c2ccc3c(c2)OCO3)cc1,0.51,-0.2,0.36,0.1,-0.55,1229,-0.5,1073,8%,3,-20,i,1.9,2.4,0.1,10%,+,3.6*
Cc1nc(NS(=O)(=O)c2cccs2)c2c3c(sc2n1)CCC3,0.014,-0.2,0.63,-0.34,0.9,1198,-7.9,847,-15%,6,-8,i,3.5,1.8,7.3,-16%,i,-10
CC(Sc1ccccc1)C(=O)Nc1ccccc1C(=O)N1CCOCC1 (stereo unspecified),-0.14,0.14,-0.35,0.25,0.08,1663,-3.3,1101,7%,5,17,i,1.4,1.7,9.3,11%,i,-2
Cc1cc(C(=O)OCC(=O)N2CC(C)CC(C)C2)c(C)o1 (stereo unspecified),-1.8,-0.14,-0.52,0.53,-0.18,1216,-1.0,1178,4%,11,-53,i,2.7,1.6,7.8,6%,i,41
O=C1NC(Cc2ccccc2)C(=O)N1Cc1cc([N+](=O)[O-])cc2c1OCOC2 (stereo unspecified),1.8,-0.22,0.43,0.15,-0.21,1246,1.6,1033,-5%,12,25,i,2.3,2.4,10,-5%,i,-10
O=C(c1ccc(N2CCOCC2)nc1)N1CCOCC1,-0.54,-0.21,-0.15,0.29,0.32,1063,-0.3,1185,0%,-11,-7,i,1.9,1.9,6.6,4%,i,-20
O=[N+]([O-])c1ccc(CSc2nc3ccccc3o2)cc1,-0.31,-0.16,0.55,-0.6,0.25,1403,-0.7,1429,1%,-8,-7,i,2.3,1.3,8.6,5%,i,-8
CC1CC(C)CN(C(=O)c2ccc(CNc3c(N4CCCC4)c(=O)c3=O)cc2)C1 (stereo unspecified),0.037,-0.21,0.44,0.64,-0.36,1085,0.2,1214,·,·,·,i,·,·,·,·,·,·
COc1cc(/C=N/N(C)C)cc(Br)c1O,0.64,-0.2,0.39,-0.74,-0.05,1091,2.1,1243,·,·,·,i,·,·,·,·,·,·
Cc1cc2c(C)cc(=O)oc2c2c1NCCC2,0.42,-0.21,0.18,-0.12,0.24,1215,-0.6,1188,13%,-6,-11,i,2.4,1.4,2.9,25%,i,-1
C=CCOc1c(CNc2ccc(S(N)(=O)=O)cc2)cccc1OC,-0.77,-0.17,-0.42,-0.45,·,·,0.2,1117,-22%,5,4,i,3.0,1.9,5.8,-14%,i,3
O=C(NNS(=O)(=O)c1cc(Cl)cc(Cl)c1)c1sccc1-n1cccc1,0.78,-0.19,0.077,-0.4,·,·,·,·,7%,23,41,i,1.9,2.7,5.5,7%,i,-1
CC(=O)NS(=O)(=O)c1ccc(NC(=O)c2cccc(S(=O)(=O)N3CCc4ccccc43)c2)cc1,0.94,-0.36,-0.19,-0.82,0.04,1230,-1.4,1079,-9%,-16,4,i,1.6,2.9,12,-21%,i,-11
CC(C)CCNC(=O)CCS(=O)(=O)c1cccc2nonc12,0.48,-0.15,0.74,-0.34,2.4,1208,-1.4,1208,16%,6,8,i,7.0,1.7,3.0,17%,i,2
COc1ccc(C(=O)Nc2ccc(SC(F)F)cc2)cc1,-0.069,-0.21,0.19,0.77,-0.07,1256,4.0,508,3%,10,-15,i,2.1,2.4,5.5,6%,i,4
COC(=O)[C@H](Cc1c[nH]c2ccccc12)NC(=O)Nc1ccccc1OC,0.12,-0.27,0.1,0.46,-0.39,1453,-1.6,1158,·,·,·,i,·,·,·,·,·,·
O=C(Nc1ccccc1C(=O)N1CCOCC1)c1ccco1,-0.31,-0.21,0.16,0.37,0.89,1554,-5.5,1052,12%,-3,-4,i,4.1,2.5,5.2,-8%,i,5
COc1cccc(-c2cc(C(=O)N3CCCCC3C)no2)c1 (stereo unspecified),-0.69,-0.18,-0.27,0.55,-0.29,1610,0.5,1379,7%,15,71,·,2.9,1.9,2.4,-1%,i,-10
O=C(Cn1nnc(-c2cccs2)n1)OC1CCCCC1,0.38,0.91,-0.29,-0.48,0.75,1808,-1.4,1140,17%,6,7,i,3.0,1.8,5.9,14%,i,-8
COc1ccc(N2CCN(Cc3nc4c(c(=O)[nH]c(=O)n4C)n3CC(C)=O)CC2)cc1,0.86,-0.19,0.69,-0.56,-0.11,1103,-3.7,1150,2%,-22,-6,i,4.3,2.0,8.6,-8%,·,·
COc1ccc2oc(=O)cc(C)c2c1,0.89,0.071,0.84,-0.99,-0.78,1383,-0.2,826,-10%,-3,-1,·,1.9,3.0,6.8,-6%,i,20
CSc1nc(C)c(CCOCc2ccc(F)cc2)c(=O)[nH]1,-0.41,-0.35,0.11,0.9,-0.03,1303,1.7,1062,-7%,-12,-11,i,2.9,2.8,3.1,-14%,i,3
Cc1ccc(S(=O)(=O)N2CCC(C(=O)N3CCC[C@H]3C(=O)NC3CCS(=O)(=O)C3)CC2)cc1 (stereo partly specified),0.44,-0.27,0.14,-0.3,0.4,1264,-7.6,1159,-7%,9,7,i,2.1,1.4,2.4,-10%,i,6
CC(C)(C)C(O)CN1CCCC1 (stereo unspecified),-0.89,-0.36,-0.57,1.2,-2.6,1207,-0.4,1146,-10%,-11,-10,i,2.6,3.3,6.5,-20%,i,0
C=CCn1c(SCC(=O)Nc2ccc(F)cc2)nc2cc(C(=O)O)ccc2c1=O,-0.072,-0.34,-0.053,0.83,0.58,1324,-3.1,1115,0%,-6,-3,i,3.9,2.6,10.0,-13%,i,-3
COc1ccc(NC(=O)n2nc(OC(=O)c3cccs3)cc2N)cc1,0.19,-0.22,0.42,-0.83,1.1,1377,1.4,1070,38%,0,-6,i,1.2,1.7,3.3,22%,i,-17
Cc1ccnc(NC(=O)CSc2nnc3c(n2)[nH]c2ccccc23)c1,-0.71,-0.31,-0.34,1.2,·,·,2.4,882,12%,-10,12,i,1.1,1.0,5.6,4%,i,2
CCN1CCc2c(OCc3ccc(C(=O)OC)o3)cccc2C1=O,0.19,-0.35,-0.044,-0.45,0.01,1314,2.9,1133,-9%,10,-12,i,3.8,1.8,2.8,-14%,i,2
COc1ccccc1-c1nc(C#N)c(N2CCC(C(N)=O)CC2)o1,-0.19,-0.08,0.047,0.42,0.12,965,·,·,5%,-56,-36,i,0.8,1.2,3.3,-2%,i,-7
Cc1n[nH]c(=S)n(NC(=O)CC(=O)Nn2c(=S)[nH]nc(C)c2=O)c1=O,0.13,-0.32,0.57,0.15,-0.56,1368,-5.2,1048,·,53,59,i,4.7,2.0,4.5,·,i,3
CCCCN(Cc1cc2cc(OC)ccc2[nH]c1=O)C(=O)c1ccccn1,-0.47,0.88,0.28,1.7,-0.77,1242,0.0,1006,2%,-1,-7,i,1.2,0.3,45,7%,i,-2
COc1ccc2nc3oc(C(=O)N4CCN(c5cccc(Cl)c5)CC4)cc3cc2c1,-0.23,-0.31,-0.026,0.16,-0.06,1456,0.2,989,18%,18,23,i,3.5,2.8,12,18%,i,-7
N#Cc1cc(C(=O)c2cc(Br)ccc2O)cn(C2CC2)c1=O,-0.83,0.099,-0.2,0.6,0.79,1001,-2.4,1006,-4%,32,2,i,4.7,3.2,8.7,-8%,i,6
O=c1[nH]cnc2sc(-c3ccccc3)cc12,-1.4,-0.01,-0.42,0.69,·,·,-13,1214,7%,-9,-27,i,2.6,2.5,0.6,2%,i,0
Cc1cc(=O)oc2cc(OCCSc3nnc(-c4ccccc4)o3)ccc12,0.071,-0.11,0.15,-0.046,0.01,1387,-0.8,1016,9%,6,4,i,1.7,2.0,9.0,6%,i,8
O=C(CSc1nnnn1-c1ccccc1)Nc1ccc(N2CCOCC2)cc1,0.4,-0.3,0.58,0.11,-0.51,1367,-1.4,1096,-1%,20,7,i,2.4,1.6,3.3,7%,i,-7
CCOC(=O)c1ccccc1NC1OC(=O)c2ccccc21 (stereo unspecified),-0.43,-0.11,-0.0015,0.16,-0.09,1329,1.6,1156,7%,36,48,·,4.1,1.6,7.7,1%,i,-6
CCCCCCCc1n[nH]c(=S)n1Cc1ccccc1,-0.53,-0.3,-0.28,0.62,0.15,1364,-3.9,1259,·,·,·,i,·,·,·,·,·,·
COc1ccc(C(=O)Nn2c(SCC(=O)c3ccccc3)nc3ccccc3c2=O)cc1,-1.2,-0.21,-1.1,0.65,0.67,1523,4.9,1341,8%,12,10,·,3.5,1.6,5.0,2%,i,-1

# Bioassay records: PubChem, several laboratories

# Compounds were not picked by outcome; any-hit rate near 5%.
